High-throughput results (PubChem BioAssay)
DT40 TDP1 CPT: growth inhibition of DT40 Tdp1-/-;hTDP1 cells with camptothecin (screen for TDP1 inhibitors). Potency, µM (series often up to 46.2 µM), inactives show top-dose activity change, negative = growth inhibition, hits mostly inhibitors. 420,000 tested, 12% active. chicken DT40 Tdp1-/-;hTDP1 cells + 20 nM CPT, ATP luminescence, 48 h; also: nearly all actives have a fitted effect of over 55% in size
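Chicken DT40 Tdp1-/- cells stably complemented with human TDP1 were seeded at 400 cells/well in medium containing 20 nM camptothecin, exposed to pin-transferred compounds, and grown at 37 °C for at least 48 hr. Viability was read as ATP luminescence.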
DT40 TDP1 no CPT: qHTS for Inhibitors of human tyrosyl-DNA phosphodiesterase 1 (TDP1): qHTS in cells in absence of CPT. 420,000 tested, 15% active. Potency, µM (top dose mostly 46.2 µM), inactives show at the highest dose activity change, negative = growth inhibition, most hits filed as inhibitors. DT40 Tdp1-/- hTDP1 cells, no CPT, ATP luminescence, 48 h; also: nearly all actives have a fitted effect of over 55% in size
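Stably hTDP1-transfected Tdp1-null chicken DT40 cells were treated with library compounds minus camptothecin and grown for at least 48 hr at 37 °C, after which cellular ATP was quantified by luminescence.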
GCN5L2 inh: GCN5L2 (KAT2A) acetyltransferase inhibition | Q92830 | GCN5L2 HAT assay, ThioGlo1 CoA-SH fluorescence | Potency, µM (doses to about 58.9 µM), without a hit: at the top dose activity change, negative = inhibition, actives largely listed as inhibitors | 390,000 tested, 0.21% active | AID 504327
Target sequence (Q92830 whole entry, looked up): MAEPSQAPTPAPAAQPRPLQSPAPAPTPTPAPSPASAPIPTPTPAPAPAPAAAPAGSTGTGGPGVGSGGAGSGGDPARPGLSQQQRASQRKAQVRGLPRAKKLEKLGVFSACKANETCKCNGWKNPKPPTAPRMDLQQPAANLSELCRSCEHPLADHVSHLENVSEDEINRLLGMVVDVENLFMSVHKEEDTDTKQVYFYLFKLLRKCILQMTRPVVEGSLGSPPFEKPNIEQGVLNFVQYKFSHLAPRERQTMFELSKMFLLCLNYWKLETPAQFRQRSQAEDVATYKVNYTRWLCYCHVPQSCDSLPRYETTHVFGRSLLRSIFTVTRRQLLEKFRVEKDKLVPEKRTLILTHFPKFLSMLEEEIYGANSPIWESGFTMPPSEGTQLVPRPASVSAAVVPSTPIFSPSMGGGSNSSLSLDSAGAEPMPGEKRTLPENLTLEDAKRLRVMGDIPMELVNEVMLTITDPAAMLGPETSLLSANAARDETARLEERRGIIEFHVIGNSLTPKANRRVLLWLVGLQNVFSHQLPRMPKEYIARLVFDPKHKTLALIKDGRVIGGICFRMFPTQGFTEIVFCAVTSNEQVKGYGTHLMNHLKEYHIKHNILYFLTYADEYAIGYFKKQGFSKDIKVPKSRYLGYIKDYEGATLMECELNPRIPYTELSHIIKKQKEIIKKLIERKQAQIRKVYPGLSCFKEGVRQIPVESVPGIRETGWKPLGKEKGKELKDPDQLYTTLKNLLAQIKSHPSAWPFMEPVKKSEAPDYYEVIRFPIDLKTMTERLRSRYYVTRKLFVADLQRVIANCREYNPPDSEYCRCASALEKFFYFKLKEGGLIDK
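GCN5L2 (20nM final) in 50mM HEPES, 0.1mM EDTA pH 7.5, 0.01% Tween-20 was preincubated 15 min at room temperature with compound, then given ThioGlo1 (50uM), H3(1-25) peptide (75uM) and acetyl-CoA (70uM); CoA-thiol fluorescence (Ex340/Em540) was read at 0 and 20 min.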
* = called active by the depositor; ? = inconclusive; . = not tested or not shown. Calls follow the shape of the dose curve; as a rule, active = well fitted curve in the direction sought with a large enough effect; inconclusive = small, poorly fitted or top-dose-only effect, or another doubt; inactive = no such curve, though single readings can be large; an effect the other way counts as inactive or inconclusive. % is scaled to controls: 0 for no effect and ±100 for the full control effect; potency is read from the fitted curve at half-maximal effect. A portion of the library (hit frequency here may not be typical).

SMILES	DT40 TDP1 CPT	DT40 TDP1 no CPT	GCN5L2 inh
N#CCCC(CCC#N)C1=NCCc2ccccc21	-5.0%	18.9%	0.4%
Cc1ccc(C)c(NS(=O)(=O)c2ccc3[nH]c(=O)[nH]c3c2)c1	-18.2%	-24.2%	-26.9%
O=S(=O)(c1ccc(Cl)cc1)n1ccc2cccnc21	?	-19.2%	-5.0%
Cc1nc(COc2cc3oc(=O)cc(C)c3cc2Cl)cs1	2.5%	-27.1%	-20.4%
O=C(COC(=O)c1ccccn1)Nc1nc(-c2ccccc2)cs1	-13.3%	-15.5%	-0.3%
COc1ccc(NC(=O)N2CCC(O)(c3cccnc3)CC2)c(OC)c1	-0.9%	-7.3%	-1.3%
CCN1CCN(Cc2ccc(OC)c(OCc3ccccc3)c2)CC1	-18.5%	?	.
O=C(NCC(=O)N(CC1CCCO1)C(C(=O)NC1CCCCC1)c1ccccc1)c1ccco1 (centres undefined)	-3.3%	-2.9%	-0.7%
O=C(Nc1nnc(Cc2ccccc2)s1)c1ccccc1	-14.8%	-24.2%	3.1%
CC(=O)c1ccc(N2CCN(C(=O)c3ccc(-c4ccccc4)cc3)CC2)cc1	?	13µM*	-10.8%
COc1ccc(CCNC(=O)CCNC(=O)c2ccco2)cc1	-9.9%	-7.5%	-1.7%
O=C(/C=C\NCC(=O)c1ccccc1)c1ccccc1	-10.9%	-16.2%	5.2%
c1cc(-c2ccsc2)n2ccnc2c1	-29.2%	-22.5%	.
CCOC(=O)C1=C(CSc2nc(-c3ccccc3)ccc2C#N)OC(N)=C(C#N)C1c1ccc(OC)cc1 (centres undefined)	8.2µM*	9.2µM*	-6.5%
CCc1cccc2c(C(=O)C(NCCCOC)c3ccccc3)c[nH]c12 (centres undefined)	?	?	-3.8%
CCN(CC(=O)Nc1ccc2c(c1)OCCO2)C(=O)c1ccc(S(=O)(=O)N(C)C)cc1	1.9%	-16.1%	1.3%
Cc1c(C(=O)Nc2cccc(C#N)c2)sc2nc3n(c(=O)c12)CCCCC3	16.4µM*	13µM*	1.7%
CS(=O)(=O)N1CCC(C(=O)NCc2ccc3c(c2)OCO3)CC1	0.7%	-22.1%	-1.2%
C[C@@H]1CN([C@@H](C)CO)S(=O)(=O)c2ccc(Br)cc2O[C@@H]1CN(C)C(=O)c1ccccn1	19.4%	3.6%	.
O=C1COc2ccc(S(=O)(=O)Nc3ccc(OC(F)(F)F)cc3)cc2N1	-29.6%	-26.0%	-15.0%
COc1cc2nc(N3CCCN(C)CC3)nc(NC(C)C)c2cc1OC	12.6µM*	12.6µM*	.
O=C(N/N=C1/CC2C=CCC12)c1ccc(Br)o1 (centres undefined)	-5.6%	-7.2%	1.4%
O=C(CNc1ccc(C(F)(F)F)cc1[N+](=O)[O-])OCC(=O)c1ccccc1	-0.4%	-5.6%	-5.4%
Cc1ccc(CN2CCCn3nc(C(=O)NCCc4ccccc4C)cc3C2=O)cc1	-29.5%	?	-8.1%
CCOc1cc2c(cc1/C=C(/C#N)c1ccc(C(=O)O)cc1)OCO2	2.8%	-28.3%	-15.9%

3 structures already listed, arranged by number of heavy atoms, highest first.
SMILES	DT40 TDP1 CPT	DT40 TDP1 no CPT	GCN5L2 inh
O=C(NCC(=O)N(CC1CCCO1)C(C(=O)NC1CCCCC1)c1ccccc1)c1ccco1 (centres undefined)	-3.3%	-2.9%	-0.7%
CC(=O)c1ccc(N2CCN(C(=O)c3ccc(-c4ccccc4)cc3)CC2)cc1	?	13µM*	-10.8%
N#CCCC(CCC#N)C1=NCCc2ccccc21	-5.0%	18.9%	0.4%

(listing goes on)
SMILES	DT40 TDP1 CPT	DT40 TDP1 no CPT	GCN5L2 inh
COc1ccc(CNc2ncc(-c3cccc([N+](=O)[O-])c3)n2C)c(OC)c1OC	?	?	-0.3%
O=C(c1cccc(F)c1)N1CCC2(CCN(Cc3cc(C(F)(F)F)cc(C(F)(F)F)c3)CC2)CC1	?	18.4µM*	-12.3%
C=CCN=C(NC#N)SCC(=O)NC(C)(C)C	-24.3%	0.3%	-0.5%
CCOc1ccc(C(=O)CCN2CCOCC2)cc1	3.26µM*	20.6µM*	-11.1%
Cc1cnc(CNc2ccnc(-c3c(C)noc3C)n2)cn1	-11.0%	-14.6%	-13.7%
COc1ccccc1N1CCN(C(=O)Cn2cnc3onc(-c4ccc(F)cc4)c3c2=O)CC1	?	23.1µM*	23.7%
COc1ccccc1CNC(=O)[C@@H]1CCCN1S(=O)(=O)c1ccccc1F	8.1%	-5.7%	-5.4%
COc1ccc(NC(=O)CN(C)C(=O)C2CC(=O)N(c3cccc4ccccc34)C2)cc1 (centres undefined)	-16.5%	5.5%	-6.5%
O=c1cc(N2CCCC2)[nH]c(=O)n1-c1ccc(Cl)cc1	6.5%	4.0%	-2.4%
Cc1ccc(CSCCNC(=O)CN(c2cc(C)ccc2C)S(C)(=O)=O)cc1	?	?	-2.4%
O=C(N/N=C/c1cc(Br)ccc1O)c1cccc(N2CCCC2=O)c1	1.64µM*	4.61µM*	-4.1%
CC(=O)N1C[C@H]2CON(C)[C@H]2C[C@H]1c1ccccc1	0.1%	4.4%	.
O=C(O)C(Oc1ccc2c3c(c(=O)oc2c1)CCC3)c1ccccc1 (centres undefined)	1.9%	1.0%	-4.5%
NC(=O)c1cc2ccccc2o/c1=N\NC(=O)c1ccco1	?	?	-9.4%
COc1ccc(N(CC(=O)N/N=C/c2ccc3c(c2)OCO3)S(=O)(=O)c2ccc(NC(C)=O)cc2)cc1	?	-25.0%	-8.0%
COc1ccc(C)cc1C1=CC(=O)C[C@H](c2ccc(F)cc2)C1	?	?	-4.2%
O=C(NC(=S)NCc1ccco1)c1ccccc1[N+](=O)[O-]	-0.2%	11.8%	.
Cc1ccc(C(=O)NN2CCOCC2)cc1	8.5%	5.6%	-8.9%
CC1(C(=O)NS(=O)(=O)c2ccccc2C(F)(F)F)CCN1C(=O)COc1ccc(Cl)cc1 (centres undefined)	10.5%	-9.9%	.
COc1ccc(NS(=O)(=O)c2ccc3c(c2)n(C)c(=O)n3C)cc1	-29.3%	-8.5%	?
O=C(Nc1ccncc1)c1cccs1	-1.2%	2.8%	3.7%
CCCNC(=O)C1(C)CCN(Cc2csc(-c3ccc(Cl)cc3)n2)C1 (centres undefined)	23.1µM*	16.4µM*	.
Cc1nn(-c2ccccc2)c2c1C(c1cccs1)C(C#N)=C(N)O2 (centres undefined)	-12.2%	-28.5%	-10.9%
O=C(CCCn1c(=O)c2cccn2c2cccnc21)NCc1cccc(Br)c1	?	?	-8.5%
Cc1ccc(/C=C/c2onc(C)c2S(=O)(=O)N2CCC(C(=O)NCC(C)c3ccccc3)CC2)cc1 (centres undefined)	?	-23.5%	3.0%

One compound at a time, as listed above. Order of screens: DT40 TDP1 CPT, DT40 TDP1 no CPT, GCN5L2 inh
Results for CCOc1ccc(C(=O)CCN2CCOCC2)cc1 : 3.26µM*, 20.6µM*, -11.1%
Results for Cc1cnc(CNc2ccnc(-c3c(C)noc3C)n2)cn1 : -11.0%, -14.6%, -13.7%

(next part)
SMILES	DT40 TDP1 CPT	DT40 TDP1 no CPT	GCN5L2 inh
O=C(NCC(=O)N1CCN(Cc2ccccc2)CC1)c1ccc(Cl)cc1	?	?	-19.7%
CC(C)c1noc2ncc(C(=O)c3cc(Cl)cc(Cl)c3O)cc12	-20.0%	-4.9%	-6.7%
O=C(CCCN1C(=O)/C(=C/c2cccs2)SC1=S)NNC(=O)c1cccnc1	-18.0%	-17.2%	?
Cc1ccc(-n2cccc2/C=C2\C(=N)N3N=C(C(C)C)SC3=NC2=O)cc1	4.0%	-6.2%	-23.0%
Cc1cc(C)cc(N(CC(=O)NC2CCC(C)CC2)S(=O)(=O)c2c(C)noc2C)c1 (centres undefined)	20.6µM*	?	1.0%
O=C(Nc1ccccc1)c1ccc(F)cc1F	9.0%	3.6%	.
CCN(CC(=O)NCCCN1CCOCC1)S(=O)(=O)c1ccc(Cl)cc1	1.1%	-8.6%	-0.5%
O=C1C(=C(I)I)c2ccccc2-c2ccccc21	2.59µM*	4.61µM*	.
COc1ccccc1C(=O)Oc1ccc(C(c2c(C)[nH][nH]c2=O)c2c(C)[nH][nH]c2=O)cc1	-5.5%	0.1%	2.5%
COC(=O)c1cc(NC(=S)N2CCN(C(=O)C3CCCO3)CC2)cc(C(=O)OC)c1 (centres undefined)	5.3%	-4.4%	-11.1%
COc1ccc(C2/C(=C(/O)c3ccc(Cl)cc3)C(=O)C(=O)N2CCN2CCOCC2)c(OC)c1 (centres undefined)	6.8%	-8.4%	-3.5%
CCCCn1c(N)c(N(CCOC)C(=O)c2sc3cc(F)ccc3c2Cl)c(=O)[nH]c1=O	-0.3%	-8.3%	-21.5%
COC(=O)[C@]1(C)N[C@H](CN(C)C(=O)Nc2ccc(C)cc2)[C@@H]2C(=O)N(Cc3ccccc3)C(=O)[C@@H]21	0.4%	0.6%	-1.9%
Cc1ccc(Cn2ccc(-c3cnc(-c4ccccc4)s3)n2)cc1	-12.2%	?	-3.6%
O=C(Nc1nccs1)c1ccc2c(c1)C(=O)N(Cc1cccnc1)C2=O	9.1%	-9.1%	-17.9%
CCN1CCN(C(=O)CN(C)S(=O)(=O)c2ccc(Cl)cc2)CC1	-11.2%	-4.5%	-2.1%
Cc1ccc(CNc2ccc3c(c2)OCO3)cc1	?	20.6µM*	.
NC1=NC(=Nc2cccc(Cl)c2)c2ccccc21	?	?	-7.0%
COc1ccc(-n2nc3c(c2NC(=O)C(C)Cl)CSC3)cc1 (centres undefined)	-14.4%	-25.1%	-0.2%
CC1(C)CC(=O)C=C(Nc2ccc([N+](=O)[O-])cc2)C1	-19.5%	-5.3%	-25.2%
COc1ccc(CN2C[C@@H](CO)O[C@@H](n3cnc4c(NC5CCC5)ncnc43)C2)cc1	?	?	.
Cc1nn(S(=O)(=O)c2ccc(Br)cc2)c(C)c1S(=O)(=O)N1CCCCCC1	-18.8%	-26.0%	-5.0%
COCCNC(=O)c1ccc2c(c1)S(=O)(=O)c1cc(Cl)ccc1C2=O	-27.6%	?	0.3%
COc1ccccc1CN1C[C@@H]2C[C@@H](c3cccc(O)c3)N3CCC[C@@]23C1=O	7.7%	-25.2%	-13.1%
Cc1nc(C(=O)NNC(=O)Nc2ccccc2)cs1	8.9%	3.0%	16.4%

Next part
SMILES	DT40 TDP1 CPT	DT40 TDP1 no CPT	GCN5L2 inh
CC(=O)Nc1cc(NC(C)=O)cc(C(=O)NC(C)(C)C)c1	-4.3%	0.2%	-7.0%
NC(=O)c1c(NC(=O)c2c(F)cccc2F)sc2c1CCN(Cc1ccccc1)C2	?	16.4µM*	-9.5%
O=C1c2cccnc2C(=O)N1c1nc(-c2ccccc2)cs1	-20.8%	-29.3%	.
COc1ccc(NC(=O)CSc2ncn[nH]2)c([N+](=O)[O-])c1	-19.5%	-15.8%	-20.2%
O=C(COC(=O)c1ccc[nH]c1=O)Nc1cc(S(=O)(=O)N2CCCCC2)ccc1Cl	-11.7%	-8.8%	-7.2%
C=C1NN(C)C(=O)N1c1ccc(OC)cc1	16.0%	-0.4%	.
O=C(N/C(=C\c1ccc(Br)cc1)c1nc2ccccc2[nH]1)c1ccco1	?	?	-10.3%
Cc1ccc([C@H]2C[C@H](n3cc(COC(=O)c4ccccc4)nn3)[C@@H](O)CN2CC2CCCCC2)cc1	?	20.6µM*	.
O=C(C(Cc1ccccc1)n1cccc1)N1CCc2ccccc21 (centres undefined)	?	?	-2.4%
Cc1nonc1C1CCCN1C(=O)c1cc(COc2cccc(C(F)(F)F)c2)on1 (centres undefined)	?	?	-10.1%
Cn1c(=O)cc(SCC(=O)N2CCN(C3CCCCC3)CC2)c2ccccc21	?	?	.
O=C1CCC/C(=N/Nc2ccc(Cl)cc2)C1	16.4µM*	7.31µM*	-21.4%
COC(=O)c1cc(=O)[nH]c(SCc2cccc(C)c2)n1	26.3%	2.0%	0.1%
CCn1nc(C)c(CCN(C)C(=O)Nc2cc(OC)c(OC)c(OC)c2)c1C	-0.6%	-12.4%	16.0%
O=C1CCC2CN3CCc4c([nH]c5ccccc45)C3CC2C1 (centres undefined)	?	20.6µM*	.
Cc1ccc(CNc2nc(CN3CCNC(=O)C3)nc3ccccc23)o1	?	-21.8%	.

As entered above:
DT40 TDP1 CPT with O=C(COC(=O)c1ccc[nH]c1=O)Nc1cc(S(=O)(=O)N2CCCCC2)ccc1Cl = -11.7%
GCN5L2 inh with O=C(N/C(=C\c1ccc(Br)cc1)c1nc2ccccc2[nH]1)c1ccco1 = -10.3%
DT40 TDP1 CPT with O=C1CCC/C(=N/Nc2ccc(Cl)cc2)C1 = 16.4µM*
DT40 TDP1 no CPT with Cc1ccc(CNc2nc(CN3CCNC(=O)C3)nc3ccccc23)o1 = -21.8%
GCN5L2 inh with O=C(C(Cc1ccccc1)n1cccc1)N1CCc2ccccc21 (centres undefined) = -2.4%
DT40 TDP1 CPT with O=C1c2cccnc2C(=O)N1c1nc(-c2ccccc2)cs1 = -20.8%
